hgDAF-12 ag: H. glycines DAF-12 receptor agonists, primary screen, cell-based, luminescence, HEK293, GAL4 fusion, UAS-luciferase; AID 687014, 2013; HEK293 GAL4-hgDAF12 UAS-luciferase reporter, agonist luminescence; normalized to butyrate control; Nuclear hormone receptor DAF-12 (Heterodera glycines), GAL4 fusion; 370,000 tested, 1.8% active; activation, % at 6.8 µM;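 active = activation above a cutoff set at the mean of all screened compounds plus 3 SD, cut at about 10% in these data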;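 also: 0% = DMSO wells and 100% = sodium butyrate wells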
DAX1 inh-1: DAX1 (NR0B1) inhibitors on StAR promoter, primary screen, cell-based, luminescence, SF-1 (NR5A1), full-length DAX-1. HEK293T StAR-luciferase reporter, SF-1/DAX-1 repression relief. inhibition, % at 6.8 µM. 370,000 tested, 1.1% active. AID 652010, 2013;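 active = inhibition above the mean over all tested compounds plus 3 SD, cut at about 3.6% in these data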;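 also: 0% = DAX-1 cells with DMSO and 100% = cells lacking DAX-1 with DMSO; higher inhibition means more luminescence from relief of DAX-1 repression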
hcDAF12 agonist: H. contortus DAF-12 nuclear receptor activators, primary screen, cell-based, luminescence, HEK293, lit1-tk-luc reporter; activation, % at 6.8 µM; 370,000 tested, 1.4% active; HEK293 hcDAF-12 lit1-tk-luc reporter; 0% DMSO, 100% Δ7-dafachronic acid; AID 652067, 2013;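 active = activation above the mean of all tested compounds plus 3 SD, cut at about 5.5% in these data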;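 also: 100% = response to 3 µM Δ7-dafachronic acid high control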
ADAM17 inh: ADAM17 inhibitors, primary screen, biochemical, QFRET | Disintegrin and metalloproteinase domain-containing protein 17 (Homo sapiens), P78536 | recombinant ADAM17, EDANS/DABCYL FRET peptide cleavage | inhibition, % at 6.95 µM | 370,000 tested, 0.83% active | AID 720648, 2013;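 active = inhibition above the mean of compounds lying between control limits plus 3 SD, set per campaign, cut at about 8.5% in these data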;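 also: 0% = DMSO-only wells as the low control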
Target sequence (P78536 215-824 limits assumed): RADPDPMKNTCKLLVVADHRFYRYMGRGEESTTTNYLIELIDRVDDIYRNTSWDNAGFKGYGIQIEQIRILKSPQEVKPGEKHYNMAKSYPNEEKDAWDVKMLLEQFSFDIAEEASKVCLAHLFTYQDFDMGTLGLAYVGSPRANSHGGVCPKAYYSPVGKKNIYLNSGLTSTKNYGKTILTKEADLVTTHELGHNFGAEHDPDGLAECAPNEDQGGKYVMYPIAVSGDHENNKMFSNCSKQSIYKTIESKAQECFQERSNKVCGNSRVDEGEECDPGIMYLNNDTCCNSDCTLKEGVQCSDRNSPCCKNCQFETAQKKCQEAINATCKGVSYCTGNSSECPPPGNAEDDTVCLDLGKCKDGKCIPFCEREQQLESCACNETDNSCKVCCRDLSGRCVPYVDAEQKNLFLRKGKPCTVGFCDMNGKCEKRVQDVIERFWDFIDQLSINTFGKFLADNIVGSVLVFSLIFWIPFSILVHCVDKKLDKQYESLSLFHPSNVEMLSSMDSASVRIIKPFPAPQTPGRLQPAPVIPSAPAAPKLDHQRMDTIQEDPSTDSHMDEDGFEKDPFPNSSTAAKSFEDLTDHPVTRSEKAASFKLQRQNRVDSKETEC
ADAM10 inh: human ADAM10 inhibitors, primary screen, biochemical, QFRET, HTS; inhibition, % at 7 µM; Disintegrin and metalloproteinase domain-containing protein 10 (Homo sapiens), O14672; 370,000 tested, 0.62% active; recombinant ADAM10, EDANS/DABCYL FRET peptide cleavage, 3 h;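 active = inhibition above a per-campaign cutoff equal to the mean of compounds falling between control-based bounds plus 3 SD, cut at about 20% in these data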;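 also: 0% = DMSO wells while the 100% control is not disclosed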
ssDAF-12 act: S. stercoralis DAF-12 nuclear receptor activators, primary screen, cell-based, luminescence, HEK293, GRIP1 co-expression, lit1-tk-luc. Nuclear hormone receptor DAF-12 (Strongyloides stercoralis). HEK293 ssDAF-12/GRIP1 lit1-tk-luc reporter; % of 3 µM dafachronic acid response. activation, % at 6.8 µM. 370,000 tested, 1% active;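 active = activation above the mean over all tested compounds plus 3 SD, cut at about 0.9% in these data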;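 also: 0% = DMSO-only wells and 100% = 3 µM delta7-dafachronic acid wells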
DAX1 inh-2: DAX1 (NR0B1) inhibitors, primary screen, cell-based, HEK293, Gal4-DAX1, luciferase luminescence; Nuclear receptor subfamily 0 group B member 1 (Homo sapiens), P51843; 340,000 tested, 0.99% active; AID 504766, 2011; HEK293 Gal4-DAX1 luciferase reporter; inhibition, % at 6.75 µM;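 active = inhibition above the mean over all tested compounds plus 3 SD, cut at about 4.2% in these data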;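 also: 0% = DAX1-transfected cells with DMSO and 100% = empty-vector control cells with DMSO; inhibition shows as a rise in luminescence from relieved DAX1 repression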
Target sequence (P51843 207-470 limits assumed): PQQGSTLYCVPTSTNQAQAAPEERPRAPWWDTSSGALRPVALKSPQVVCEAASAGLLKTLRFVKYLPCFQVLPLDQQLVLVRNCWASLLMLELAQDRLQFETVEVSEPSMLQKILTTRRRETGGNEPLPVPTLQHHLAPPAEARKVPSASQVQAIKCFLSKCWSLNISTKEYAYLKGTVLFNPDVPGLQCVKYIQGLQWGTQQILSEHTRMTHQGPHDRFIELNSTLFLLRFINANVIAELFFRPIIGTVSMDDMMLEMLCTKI
PLC-gamma1 inh: PLC-gamma1 enzyme inhibitors, primary screen, biochemical, fluorescence, purified enzyme; fluorogenic substrate; 370,000 tested, 0.84% active; 1-phosphatidylinositol 4,5-bisphosphate phosphodiesterase gamma-1 (Homo sapiens), P19174; inhibition, % at 12.2 µM; in the data active = inhibition above about 9.5%
PLC-beta3 inh: human PLC-beta3 inhibitors, primary screen, biochemical, fluorescence | Purified PLC-beta3, fluorogenic substrate | inhibition, % at 12.2 µM | 370,000 tested, 0.18% active; in the data active = inhibition above about 11%;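 also: 0% = median of compound wells on plate and 100% = full blocker control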
FXN GAA850 act: FXN promoter activators, primary screen, cell-based, luciferase luminescence, HEK293 lucGAA850. activation, % at 6 µM. 360,000 tested, 0.56% active. HEK293 lucGAA850 FXN promoter luciferase reporter, 24 h; percent of 10 µM SAHA response. AID 540364, 2011;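 active = activation above the average of all compounds screened plus 3 SD, cutoff fixed separately per campaign, cut at about 7.5% in these data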;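 also: 0% = DMSO wells and 100% = 10 µM SAHA wells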
sPLA2-III inh: human group III sPLA2 inhibitors, primary screen, biochemical, QFRET, BODIPY PC-A2 liposome substrate; QFRET BODIPY PC-A2 liposome hydrolysis, fluorescence; AID 743126, 2013; inhibition, % at 12.2 µM; 370,000 tested, 0.56% active; Group 3 secretory phospholipase A2 (Homo sapiens), Q9NZ20;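 active = inhibition above mean plus 3 SD of compounds lying within the high and low control bounds, cut at about 19% in these data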;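 also: 0% = median of test compound wells and 100% = no enzyme DMSO wells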
* hit, by the source's call; i = inactive; . = no result given.

SMILES	hgDAF-12 ag	DAX1 inh-1	hcDAF12 agonist	ADAM17 inh	ADAM10 inh	ssDAF-12 act	DAX1 inh-2	PLC-gamma1 inh	PLC-beta3 inh	FXN GAA850 act	sPLA2-III inh
O=C(Oc1ccc2ccccc2c1Br)N1CCCCCC1	-0.5	2.8	6.5*	0	-2	-0.8	-1.5	0	2	-6.1	-6
COc1ccccc1NC(=O)OCC#CCOC(=O)Nc1ccccc1OC	-1.6	-0.2	0.7	4	14	-1.1	0.9	2	-9	1.6	-8
COc1ccc(-n2nc(N)c(C(N)=O)n2)cc1	1.9	0.1	-0.1	i	i	-1.3	.	i	i	1.5	0
Cc1ccc(C(=O)COC(=O)C2CC(=O)N(c3nc(-c4ccccc4)cs3)C2)cc1 (configuration not stated)	-1.0	0.6	0.4	2	13	-0.6	-0.5	4	3	1.0	-2
COc1ccc(C)cc1NC(=O)CN1CCN(c2ccccc2F)CC1	-2.2	-0.5	-2.7	-1	3	-1.5	0.7	9	4	-0.1	3
O=C1c2oc3ccccc3c(=O)c2C(c2cccnc2)N1Cc1ccco1 (configuration not stated)	-0.5	-0.2	1.2	-2	-6	-1.0	0.8	-1	-4	0.3	-2
COc1cc(-c2nc3ccccn3c2/N=C/c2cc(OC)c(OC)c(OC)c2)ccc1O	-1.4	-0.5	-0.2	-40	-134	-1.3	-0.5	-374	-463	-3.7	-1
CC(C)(C)C(=O)NC1CCCCN(Cc2cccc(C(F)(F)F)c2)C1=O (configuration not stated)	-2.8	-3.2	-4.3	-2	-2	-1.9	.	1	5	.	1
Cc1cc(C)cc(OCC(=O)N(Cc2ccco2)c2c(N)n(Cc3ccccc3)c(=O)[nH]c2=O)c1	1.1	-0.3	-0.2	2	1	-0.7	-0.7	-2	-7	-0.6	-6
NC(=O)c1c(NC(NC(=O)c2ccco2)C(=O)c2ccc(Cl)cc2)sc2c1CCCC2 (configuration not stated)	-1.3	-0.5	-0.5	1	-2	-1.1	1.8	-72	-81	-3.0	-6
COc1ccccc1N1CCN(C(=O)C2CCN(C(=O)c3ccccc3Cl)CC2)CC1	-3.1	-2.5	-1.8	-3	-7	-1.2	-0.4	-1	-13	-1.3	5
CCC1(CC)N([O-])C(C)=C(c2ccccc2)[N+]1=O	0.9	0.8	-1.0	0	7	-1.1	0.7	5	4	0.9	-2
Cc1ccc(-c2nnc(-c3cc(C)on3)o2)cc1	12*	2.0	2.6	-3	-3	0.3	4.1	-2	-5	0.4	2
CC1(C)CC(=O)N(c2ccc(Cl)c(Cl)c2)C(=O)C1	2.9	-0.6	-1.9	-3	-2	-1.3	-0.6	0	-3	-1.3	-5
CC(=O)N1C(c2ccccc2O)C[C@]2(C)CC(=O)NC12 (some centres not stated)	-1.5	-0.2	-1.5	-3	-1	-1.4	.	0	-5	2.3	11
Cn1ccnc1SCC(=O)c1ccc(Cl)cc1	7.3	0.7	3.0	-6	-6	-1.1	0.4	-2	-7	2.3	-10
COc1ccc(CNn2c(C)nc3ccccc3c2=O)cc1	1.4	-0.2	-0.5	-2	4	-0.5	-1.5	6	1	-0.5	-3
Cn1c(/C=C(\C#N)C(N)=S)ccc1-c1ccc(Br)cc1	-0.8	-0.4	0.7	-6	-8	-0.3	0.3	-4	-9	2.6	8
O=C(CSc1nnnn1Cc1ccccc1)Nc1ccccc1	1.1	-0.2	-0.8	-8	-8	-1.4	1.3	0	-9	0.3	-1
Cc1nc2c(C)cccn2c1/C(O)=C1\C(=O)C(=O)N(CCN(C)C)C1c1ccco1 (configuration not stated)	0.7	0.0	-0.6	-2	0	-1.2	1.6	-16	-39	2.4	-1
Cc1cc(C(=O)N2CCCC(N3CCN(c4ccccc4C)CC3)C2)n(C)n1 (configuration not stated)	-3.6	-1.0	-2.6	-7	-7	-1.3	-0.1	0	-10	-0.2	-2
CCOC(=O)CCCNC(=O)CCNC(=O)c1ccc(OC(C)C)cc1	-0.5	0.1	-0.3	-1	-1	-0.5	0.5	3	2	2.0	9
COC(=O)/C(=C/c1ccc2c(c1)c1ccccc1n2C)NC(=O)c1ccccc1	-4.0	-0.9	0.0	-2	-12	-1.5	-1.3	-90	-96	0.1	-12
O=C(O)C1C2CCC(C2)C1C(=O)NCCc1ccc(F)cc1 (configuration not stated)	0.8	0.8	-0.1	-4	-7	-0.8	2.3	-1	-8	-0.2	5
CC(C)c1ccc(N(C(=O)c2csnn2)C(C(=O)NC2CCCC2)c2ccncc2)cc1 (configuration not stated)	9.1	1.0	5.2	0	-2	0.8	3.5	0	-5	20*	-4

Profiles, quoted from the list.
COc1ccc(CNn2c(C)nc3ccccc3c2=O)cc1 as listed: hgDAF-12 ag = 1.4; DAX1 inh-1 = -0.2; hcDAF12 agonist = -0.5; ADAM17 inh = -2; ADAM10 inh = 4; ssDAF-12 act = -0.5; DAX1 inh-2 = -1.5; PLC-gamma1 inh = 6; PLC-beta3 inh = 1; FXN GAA850 act = -0.5; sPLA2-III inh = -3
O=C1c2oc3ccccc3c(=O)c2C(c2cccnc2)N1Cc1ccco1 (configuration not stated) as listed: hgDAF-12 ag = -0.5; DAX1 inh-1 = -0.2; hcDAF12 agonist = 1.2; ADAM17 inh = -2; ADAM10 inh = -6; ssDAF-12 act = -1.0; DAX1 inh-2 = 0.8; PLC-gamma1 inh = -1; PLC-beta3 inh = -4; FXN GAA850 act = 0.3; sPLA2-III inh = -2

The list goes on:
SMILES	hgDAF-12 ag	DAX1 inh-1	hcDAF12 agonist	ADAM17 inh	ADAM10 inh	ssDAF-12 act	DAX1 inh-2	PLC-gamma1 inh	PLC-beta3 inh	FXN GAA850 act	sPLA2-III inh
CSc1ccccc1OCc1cc(C(=O)N(Cc2nccn2C)C(C)C)no1	1.7	0.8	1.0	1	3	-0.6	-0.2	2	-4	0.9	-1
COc1ccc(N(C(=O)Cn2nnc(-c3ccc(F)cc3)n2)C(C)C(=O)NC2CCCC2)cc1OC (configuration not stated)	-0.8	-0.1	-1.3	-1	-9	-0.7	0.2	1	-7	0.1	4
COc1ccc2cc(CN(Cc3ccco3)Cc3nnnn3C3CCCCC3)c(=O)[nH]c2c1	-1.3	0.0	-2.6	-2	-8	-0.5	-0.4	-10	-14	-1.4	-42
CS(C)(=O)=NS(=O)(=O)c1ccc(Cl)cc1	-0.4	-0.2	-0.2	-5	2	-0.4	-1.1	3	0	2.0	2
CC(=O)NCC(c1cccs1)S(=O)(=O)c1ccc(F)cc1 (configuration not stated)	1.2	-1.8	-1.1	-4	0	-0.6	1.0	-2	-8	-0.3	-2
CCOC(=O)CN1C(=O)CN(c2ccc(C)cc2)C1=O	7.6	1.5	2.3	-4	-3	0.0	0.7	1	-2	2.9	2
O=C1NC(=O)C(c2ccccc2)(c2ccccc2)N1S(=O)(=O)c1ccccc1	0.0	0.2	-1.4	2	8	-1.1	0.5	6	2	0.5	-13
COc1cc(OC)cc(C(=O)Nc2ccc(S(=O)(=O)Nc3ncccn3)cc2)c1	-3.5	1.7	0.2	-7	-3	-0.6	-0.7	9	-5	-0.1	4
CCCn1nc(C(=O)Nc2ccc(S(=O)(=O)Nc3nccs3)cc2)c2ccccc2c1=O	-2.7	0.1	-0.2	1	13	-1.5	-0.2	-3	-9	0.4	-46
CC(C)(C)N(Cc1ccccc1)C(=O)c1cccs1	0.5	0.5	-1.5	3	-3	-1.0	-2.6	4	-4	0.5	-1
Cn1c(-c2c(N)n(C3CCCC3)c3nc4ccccc4nc23)nc2ccccc21	1.5	0.1	2.4	-10	-11	-0.2	0.8	-324	-448	-2.4	2
O=S(=O)(c1ccc(Cl)cc1)N1c2ccccc2Oc2nc3ccccc3nc21	0.8	-1.1	-1.1	-10	-25	-0.9	-0.4	-34	-50	2.1	1
CCOC(=O)C1CCN(S(=O)(=O)c2ccc(CC)cc2)CC1	-2.0	-1.2	-0.5	1	13	-0.9	-0.3	6	-4	-0.7	3
CCOC(=O)c1[nH]c2ccccc2c1NC(=O)NC(C)C	-0.1	-0.2	3.8	-7	-4	-0.3	2.9	-2	-1	0.4	5
O=C(CSc1nc2[nH]ncc2c(=O)[nH]1)c1ccccc1	-1.5	0.6	-0.7	1	6	-1.0	0.2	-1	2	1.5	-10
Cc1ccc(NC(=O)c2cccc(S(=O)(=O)N3CCN(C)CC3)c2)cc1F	-3.1	-0.6	-0.6	2	-8	-1.4	0.9	-2	-3	0.7	-9
O=C(NCC1CCCO1)c1cnn2c(C(F)F)cc(C3CC3)nc12 (configuration not stated)	-4.7	-1.6	-2.2	-12	-52	-1.6	0.7	-57	-95	-0.2	0
COc1cc(OC)c(OC)cc1/C=N/n1c(C)nnc1C	1.3	0.3	0.0	-11	-46	-1.1	-0.3	-17	-13	-0.2	8
O=C(CC1SC(=Nc2ccccc2)N(CCO)C1=O)Nc1ccccc1 (configuration not stated)	1.7	0.2	-1.3	0	2	-1.3	0.6	2	4	2.9	-14
Cc1ccc(C)c(S(=O)(=O)N(C)Cc2cccs2)c1	-0.9	-2.3	-0.6	8.8*	-1	-1.4	1.2	8	0	1.2	-12
CCSc1n[nH]c2nc3c(c(=O)n12)C1(CCCC1)Cc1ccccc1-3	-0.4	-0.2	-0.3	-15	-43	-1.0	0.6	-60	-71	-1.1	2
O=C(c1cccc(F)c1)n1nnc2ccccc21	-1.6	-0.2	-0.8	-1	-1	-1.2	1.2	3	1	0.0	-1
NC(=O)c1ccc([N+](=O)[O-])cc1SCc1ccccc1	-1.9	-0.3	-0.8	-2	2	0.0	-0.2	1	1	0.3	2
CCC(CC)C(=O)c1c[nH]c(C(=O)NCc2ccncc2)c1	2.7	0.1	0.4	-2	-13	-1.2	1.1	-1	1	4.0	-1
Fc1ccccc1-c1[nH]ncc1-c1nnnn1-c1ccccc1	0.7	0.7	-0.5	0	0	-1.1	.	6	-2	0.8	-14
CCN(CC(=O)Nc1ccc(NC(C)=O)cc1)C(=O)CN1C(=O)C2CCCCC2C1=O (configuration not stated)	-0.7	-1.7	-1.0	-2	-13	-0.9	0.9	3	-6	-0.1	6
COc1ccc(CN2CCC(Oc3ccc(C(=O)N4CCCCC4)cc3)CC2)cc1C	0.7	-1.2	2.3	-1	3	-1.4	0.6	2	-3	-2.2	-9
CCCn1c(=O)c2ccccc2n2c(SCC(=O)NCc3cccs3)nnc12	-0.8	-0.6	-2.5	0	4	-1.6	0.4	-1	-3	2.6	1
